# LmPK inhibitor = blocks Leishmania mexicana pyruvate kinase activity. Q27686. purified LmPK, Kinase-Glo ATP luminescence, 1 h. Potency, µM (series often up to 57.5 µM), inactives show at the highest dose activity change, negative = inhibition, usual class: inhibitors. hit rate 0.37% among 290,000. AID 1721; further: potency means the concentration at half of the fitted maximal effect; on the % scale 0 is the no-effect control and ±100 the full control effect
# Target sequence (Q27686 whole entry, looked up): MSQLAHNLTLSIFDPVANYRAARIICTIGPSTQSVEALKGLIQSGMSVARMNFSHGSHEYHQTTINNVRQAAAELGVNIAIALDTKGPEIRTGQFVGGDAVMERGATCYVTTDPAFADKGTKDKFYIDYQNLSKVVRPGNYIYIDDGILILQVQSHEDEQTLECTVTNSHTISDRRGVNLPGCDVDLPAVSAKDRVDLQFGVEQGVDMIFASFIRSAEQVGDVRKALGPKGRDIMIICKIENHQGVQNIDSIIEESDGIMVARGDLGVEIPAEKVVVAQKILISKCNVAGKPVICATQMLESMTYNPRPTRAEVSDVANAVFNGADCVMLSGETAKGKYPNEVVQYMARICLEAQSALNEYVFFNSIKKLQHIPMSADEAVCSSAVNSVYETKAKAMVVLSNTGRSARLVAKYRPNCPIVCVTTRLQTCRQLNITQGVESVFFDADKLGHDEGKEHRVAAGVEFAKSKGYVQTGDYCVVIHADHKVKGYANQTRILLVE
#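 Purified LmPK (0.1 nM) with 0.5 mM PEP and 0.1 mM ADP in imidazole buffer pH 7.2 with MgCl2/KCl, 1 h at room temperature. ATP formed was read by luciferase luminescence and normalized to no-enzyme and uninhibited controls.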
# Tb PYK inh = blocks Trypanosoma brucei pyruvate kinase. Q57TT1. TbPYK enzyme, Kinase-Glo Plus ATP luminescence, 45 min. hit rate 0.12% among 410,000. Potency, µM (doses to about 76.8 µM), inactives show at the top dose activity, negative = inhibition, most hits filed as inhibitors; further: potency means the concentration at half of the fitted maximal effect; on the % scale 0 is the no-effect control and ±100 the full control effect; nearly all actives have a fitted effect of over 50% in size
#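 Quantitative HTS: titrated library compounds versus trypanosomal pyruvate kinase in TEA buffer (pH 7.2) containing KCl, MgCl2, BSA and Tween-20. Reactions were initiated with ADP, 130 uM final. Kinase-Glo Plus luminescence was read after 45 min at RT.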
# Cycloheximide cs = affects cycloheximide protein synthesis inhibition readout, counter-screen; AID 2314; cell reporter, cycloheximide protein synthesis inhibition counterscreen; max response, %; hit rate 12% among 300,000; in the data active means max response mostly above about 13%, no sharp cut-off; inactive means mostly below about 14%; further: read at 38.3 µM for the half of the compounds with a filed dose; 0% is about no effect
# Pf growth 48h = inhibits P. falciparum growth in the first generation, 48 h. P. falciparum luciferase growth in erythrocytes, 48 h. Potency, µM (titrated, usually from 28.7 µM), for inactives: top-dose activity change, negative = inhibition, most hits filed as inhibitors. hit rate 5.9% among 310,000; further: potency means the concentration at half of the fitted maximal effect; on the % scale 0 is the no-effect control and ±100 the full control effect
#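 Growth was read as firefly luciferase luminescence after a 48 h, 37 C, 5% CO2 exposure of compounds to reporter-bearing P. falciparum cultures (0.1% parasitemia, 2% hematocrit final) in Albumax-supplemented RPMI 1640.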
# Shiga inhibitor = inhibitors of Shiga toxin in Vero cells; AID 2315; Vero cells, Shiga toxin protein synthesis inhibition reporter; inhibition, % at 38.7 µM; hit rate 9.2% among 290,000; in the data active means inhibition mostly above about 28%, no sharp cut-off; inactive means mostly below about 43%; further: 0% is about no effect
# AmpC no deterg = AmpC beta-lactamase inhibition without detergent. P00811. AmpC nitrocefin hydrolysis, absorbance 480 nm, 0.0001% Triton. Potency, µM (titrated, usually from 57.1 µM), without a hit: at the highest dose activity change, negative = inhibition, hits mostly inhibitors. hit rate 0.52% among 330,000. AID 485341;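 further: potency means the concentration at half of the fitted maximal effect; plate controls were no compound for no effect and no enzyme for full effect; nearly all actives have a fitted effect of over 20% in size; some results filed as inactive show a strong effect at the top dose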
# Target sequence (P00811 whole entry, looked up): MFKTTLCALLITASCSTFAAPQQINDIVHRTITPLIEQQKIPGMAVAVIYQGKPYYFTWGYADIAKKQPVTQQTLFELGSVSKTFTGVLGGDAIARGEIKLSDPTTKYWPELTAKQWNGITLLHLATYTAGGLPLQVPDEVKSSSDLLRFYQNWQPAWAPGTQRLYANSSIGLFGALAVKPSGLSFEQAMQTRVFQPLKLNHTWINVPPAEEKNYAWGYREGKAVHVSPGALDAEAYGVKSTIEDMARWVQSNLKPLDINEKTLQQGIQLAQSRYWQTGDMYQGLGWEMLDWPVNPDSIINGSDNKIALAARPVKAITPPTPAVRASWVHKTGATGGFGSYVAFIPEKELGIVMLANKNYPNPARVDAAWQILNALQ
#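 20 mM phosphate pH 7.0 + 0.01% (detergent screen) or 0.0001% Triton X-100; 5.3 nM AmpC reagent; cpd preinc 15 min RT; nitrocefin (800 uM stock) to start; A480 q20 s × 4 min; Activity was normalised to no-enzyme and no-compound control wells.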
# Pf growth 96h = inhibits malaria parasite growth, 96 h; P. falciparum luciferase reporter growth, 96 h; Potency, µM (doses to about 28.7 µM), for the others: top-dose activity change, negative = inhibition, most hits filed as inhibitors; hit rate 6.9% among 320,000; AID 504834; further: potency means the concentration at half of the fitted maximal effect; on the % scale 0 is the no-effect control and ±100 the full control effect
#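 Compounds incubated with erythrocytes infected by luciferase-expressing P. falciparum (2% hematocrit, 0.05% parasitemia final) for 96 hours, 37 C in 5% CO2. Growth inhibition scored as decreased luciferase luminescence.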
# Active calls of the source: *; ? = inconclusive; / = no result given; & = joins results of further samples; [ ] = another dose, or the depositor's remark. Unless noted, the call rests on the fitted dose curve; in most records, active means well fitted curve in the direction sought with a large enough effect; inconclusive means small, poorly fitted or top-dose-only effect, or another doubt; inactive means no such curve, though single readings can be large; an effect the other way counts as inactive or inconclusive.
SMILES,LmPK inhibitor,Tb PYK inh,Cycloheximide cs,Pf growth 48h,Shiga inhibitor,AmpC no deterg,Pf growth 96h
Cc1ccc(N2C(=O)C3NN=C(C(=O)OCc4ccccc4)C3C2=O)cc1 (stereo not given),-1%,0%,-3,10%,4,-18%,-11%
Cc1coc2c(C)c3oc(=O)c(CCC(=O)NCCN4CCOCC4)c(C)c3cc12,0%,-1%,-1,?,-4,177%[activator],?
Cc1nc(N2CCN(c3ccccc3)CC2)[nH]c(=O)c1CCC(C)C,-1%,5%,9,?,4,-26%,33%[activator][5.75 µM]
C#CCOCCOCCOCCNc1nc(N2CCN(C(=O)[C@H](C(C)C)n3cc(CCO)nn3)CC2)nc(N2CCN(C(=O)[C@H](CCCCN)n3cc(CCCC)nn3)CC2)n1,-1%,-4%,-1,-4%,-15,299%[activator],-16%
O=C(N/N=C/c1cccnc1)c1cccc(S(=O)(=O)N2CCCC2)c1,1%,-18%,0,3%,-11,8%,-3%
CCOC(=O)c1sc2nc(C)cc(-c3ccccc3)c2c1N,-2%,-4%,-1,5%,-8,-9%,?
Cc1nc(N)sc1-c1nnc(SCC(=O)Nc2ccccc2C(F)(F)F)n1C,-2%,-12%,-2,/,-10,-16%,-11%
COc1cccc(-n2nnnc2SCC(=O)Nc2cccc(C)n2)c1,3%,-17%,-2,15%,18,-30%,/
COc1cccc(N2C(=O)NC(=O)/C(=C/c3ccc4c(c3)Cc3ccccc3-4)C2=O)c1,3%,?,19*,25%,40,-47%,-10%
CCOC(=O)c1cc2sc(C)cc2n1CC(=O)N1CCOCC1,5%,0%,1,-4%,32,19%,-2%
Cc1ccc(O)c(NC(=O)COc2cc(C)ccc2C)c1,-5%,-1%,29*,2.9µM*,-28,-20%,?
O=S(=O)(c1ccc(Cl)cc1)N1CCN=C1SCc1cccc(Cl)c1,1%,-1%,-5,-2%,-5,-35%,?
CCc1ccc(NC(=O)CSc2nnc(CNC(=O)c3ccco3)o2)cc1,-2%,3%,-2,3%,-3,-7%,?
CCOC(=O)/C=C/C(=O)OCC(=O)Nc1ccc(Cl)cn1,9%,-6%,17,/,15,-13%,?
Nc1cccc2c1C(=O)N(C(=O)c1cccc(S(=O)(=O)N3CCCC3)c1)C2=O,-5%,0%,15,/,28,-20%,-3%
CCc1ccc(NC(=O)c2cnc3scc(C)n3c2=O)cc1,-1%,-6%,34*,53%[activator],11*,35µM*,63%[activator]
CCOc1ccc(/C=C/c2nc(C#N)c(NCCCN(C)C)o2)cc1,1%,1%&5%,2,?,-6,23%,58%[activator]
CCCCN(C)CCCNC(=O)Cn1c(=O)sc2ccccc21,-2%,3%,-1,26%,-2,-4%,-15%
COc1ccc(/C=C/C(=O)NCCSCc2ccco2)cc1,0%,-13%,17*,-5%,36,-32%,9.3µM*
CN1C(=O)C(=Cc2cccnc2)C(=O)N(C)C1=O,2%,?,1,-5%,-3,-6%,-13%
O=C(c1cccn2c(=O)c3ccc(Cl)cc3nc12)N1CCN(Cc2ccc3c(c2)OCO3)CC1,-3%,2%,-3,0%,-18,-7%,7.4µM*
Cc1nc(C(C)(C)O)n(-c2ccccc2)n1,-3%,2%,19,13%,0,-8%,/
COc1ccccc1NS(=O)(=O)c1ccc(Cl)cc1,-3%,-5%,4,6%,2,-20%,-8%
Fc1ccc(-c2ccc(CNCc3ccccn3)o2)cc1,-1%,4%,25*,47%[activator],/,-5%,-17%
O=C(C[n+]1ccccc1)N/N=C/c1ccc(C(=O)O)cc1,/,1%,/,-6%,/,-3%,-11%

# In a second layout: results already given
> CCCCN(C)CCCNC(=O)Cn1c(=O)sc2ccccc21
  LmPK inhibitor: -2% | Tb PYK inh: 3% | Cycloheximide cs: -1 | Pf growth 48h: 26% | Shiga inhibitor: -2 | AmpC no deterg: -4% | Pf growth 96h: -15%
> Cc1nc(N)sc1-c1nnc(SCC(=O)Nc2ccccc2C(F)(F)F)n1C
  LmPK inhibitor: -2% | Tb PYK inh: -12% | Cycloheximide cs: -2 | Pf growth 48h: / | Shiga inhibitor: -10 | AmpC no deterg: -16% | Pf growth 96h: -11%
> Cc1nc(C(C)(C)O)n(-c2ccccc2)n1
  LmPK inhibitor: -3% | Tb PYK inh: 2% | Cycloheximide cs: 19 | Pf growth 48h: 13% | Shiga inhibitor: 0 | AmpC no deterg: -8% | Pf growth 96h: /
> CCOC(=O)c1cc2sc(C)cc2n1CC(=O)N1CCOCC1
  LmPK inhibitor: 5% | Tb PYK inh: 0% | Cycloheximide cs: 1 | Pf growth 48h: -4% | Shiga inhibitor: 32 | AmpC no deterg: 19% | Pf growth 96h: -2%

# Additional results.
SMILES,LmPK inhibitor,Tb PYK inh,Cycloheximide cs,Pf growth 48h,Shiga inhibitor,AmpC no deterg,Pf growth 96h
O=C(CN1CCCCCC1)Nc1ccccc1[N+](=O)[O-],5%,2%,-2,21%,/,-7%,108%[activator]
COc1cc(CC(=O)OCC(=O)Nc2cc([N+](=O)[O-])ccc2Cl)cc(OC)c1OC,1%,10%,-2,10%,-4,-15%,42%[activator]
COC(=O)c1cscc1S(=O)(=O)Cc1ccccc1,5%,0%,-1,27%,/,-13%,-22%
COc1ccc(Cn2c(N)c(C#N)c3nc4ccccc4nc32)cc1OC,9%,-9%,-1,/,-6,31%,?
COc1ccccc1Nc1nc(N)nc(CSc2nccc(C)n2)n1,-9%,-16%,-2,6%,-3,-18%,0.93µM*
COc1ccccc1NC(=O)c1ccc(NC(=O)CN2CCN(C(=O)c3ccco3)CC2)cc1,-1%,0%,-2,-24%,15,33%,?
CCCC(C(=O)Nc1ccc(S(=O)(=O)Nc2ncccn2)cc1)c1ccccc1 (stereo not given),0%,11%,-3,13%,-19,2%,-18%
CC(C)N1CC(COc2ccc(Br)cc2)OC1=O (stereo not given),0%,0%,11,30%[activator],3,6%,-15%
Cc1cc(C)cc(NC(=O)CCn2ccnc2)c1,-4%,-24%,-1,4%,-9,-25%,18%
CN1C(=O)C(C)(C)c2cc(S(=O)(=O)NCc3ccc(C(=O)NCc4ccco4)cc3)ccc21,-1%,2%,-6,13%,-3,-19%,?
Brc1cccc(CNc2nc3ccccc3n2CCN2CCOCC2)c1,2%,0%,-4,?,-6,38%,-2%
Cc1nnc(SCC(=O)Nc2ccc(Cl)cn2)[nH]c1=O,-2%,-14%,-2,9%,10,-3%,-2%
CCOC(=O)/C(=N\Nc1ccc(Cl)cc1)c1csc(Nc2ccccc2)n1,-5%,2%,5,/,17,-30%,?
COc1ccccc1CNC(=O)c1c(-c2ccccc2)nn(-c2ccccc2)c1C,6%,-6%,-1,/,-14,-3%,9.3µM*
CC1CCN(C(=O)/C=C/c2ccc(C(C)(C)C)cc2)CC1,1%,-3%,39*,16%,21*,25%,1%
O=C(OCCN=C1NS(=O)(=O)c2ccccc21)c1cccnc1,-2%,4%,2,-22%,-5,-14%,79%[activator]
CCn1c(SCC(=O)Nc2cccc(O)c2)nc2c1c(=O)n(C)c(=O)n2C,-4%,0%,1,4%,-10,-7%,?
O=C(COc1ccc(F)cc1)N(Cc1cccc(Br)c1)C1CCS(=O)(=O)C1 (stereo not given),-7%,-5%,-5,?,-6,83%[activator],?
COc1ccc(C2CC(c3ccc(C)cc3)=NN2C(=O)c2ccccc2)cc1 (stereo not given),-2%,1%,2,?,-6,6%,?
Cc1cccc(C)c1NC(=O)Cn1nc(-c2ccccc2)nc1-c1ccccc1,3%,-3%,0,-20%,10,?,59%[activator]
CCOC(=O)c1ccc(NNC(C)=O)c([N+](=O)[O-])c1,0%,1%,16,9%,-4,-6%,4%
Cn1ccc(C(=O)N/N=C/c2ccccc2[N+](=O)[O-])n1,-12%,5%,40*,93%[activator],100*,-8%,81%[activator]
O=C(c1cccc(Br)c1)c1conc1C(=O)c1ccco1,1%,3%,-2,12%,-3,2%,0%
CCC(=O)NCCCOc1ccccc1,-1%,-2%,-1,23%,31,-4%,?
CCC(C(=O)Nc1cc(C)nn1-c1nc(C)cc(C)n1)c1ccccc1 (stereo not given),4%,-1%,-1,?,-12,136%[activator],42%[activator]

# Carrying on:
SMILES,LmPK inhibitor,Tb PYK inh,Cycloheximide cs,Pf growth 48h,Shiga inhibitor,AmpC no deterg,Pf growth 96h
CCO[C@@H]1OC(C(=O)NCc2ccccc2)=C[C@H](C)[C@H]1CCCO,-7%,3%,-2,-25%,-11,-1%,-15%
CCOc1ccc(N(C)S(=O)(=O)c2c[nH]c(C(=O)OC)c2)cc1,-13%,6%,-6,10%,-8,-21%,?
COc1ccc(C(C(=O)NC2CCCC2)N(C(=O)c2snc(-c3ccc(F)cc3)c2N)c2ccccc2)cc1 (stereo not given),-1%,0%,-3,34%[activator],-22,-21%,58%[activator]
Cc1cccc(C2CC(c3ccccc3)Nc3ncnn32)c1 (stereo not given),-5%,5%,-3,/,-9,13%,?
CC(=O)C1C(c2cccc(Oc3ccccc3)c2)NC(=O)NC1(O)C(F)(F)F (stereo not given),1%,-1%,-4,50%[activator],-7,6%,?
O=C(Cn1nnc(-c2ccccc2NC(=O)C2CC2)n1)NC1CCCCC1,-1%,4%,-7,-16%,-18,-21%,/
CC(OC(=O)c1cc2c(ccc3ccccc32)oc1=O)c1nc2ccccc2s1 (stereo not given),2%,-1%,0,31%[activator],5,-24%,79%[activator]
COc1ccc(C(=O)C2CCCN(Cc3ccc4nonc4c3)C2)cc1OC (stereo not given),-3%,0%,0,-16%,-19,62%[activator],-5%
CCN(CC)CCNC(=O)c1c(C)n(-c2ccccc2)c2cc(Br)c(OC)cc12,3%,-2%,-7,?,-25,227%[activator],?
Nc1c(C(=O)N2CCCCC2)sc(=S)n1-c1ccccc1,0%,?,12,9%,13,-1%,24%
O=C(Nc1cccc(F)c1)NC1CC2CCCC(C1)N2C1CC1 (stereo not given),-3%,-15%,-5,-12%,-10,-14%,-14%
S=C(NCc1ccncc1)Nc1ccc(Br)cc1Cl,0%,-5%,12,-11%,-8,2%,-7%
O=C(CC1CCCC1)N1CCN(S(=O)(=O)c2ccccc2)CC1,/,-3%,/,?,/,-9%,?
Cc1cc2n(c1)CCn1c(C)ccc1-2,-3%,/,-4,16%,-9,82%[activator],/
COc1ccc(OC)c(NC(=O)C2CCCN(S(=O)(=O)c3cccc4nsnc34)C2)c1 (stereo not given),-5%,?,-4,?,-6,12%,7%
